pPAFAH inh: inhibitors of human plasma PAF acetylhydrolase (pPAFAH); Q13093; recombinant pPAFAH, FP-rhodamine probe fluorescence polarization; inhibition, % at 3.39 µM; 330,000 compounds, 1.5% hits; AID 463082;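 active = inhibition above the mean inhibition across the screen plus 3 SD, cut at about 25% in these data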;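 note: inhibitors block binding of the rhodamine activity-based probe so polarization drops; 0% = enzyme with DMSO and 100% = wells lacking pPAFAH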
PAFAH1B3 inh: inhibitors of human PAFAH1B3 | recombinant PAFAH1B3, FP-rhodamine probe, fluorescence polarization | inhibition, % at 3.39 µM | 340,000 compounds, 0.28% hits;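 active = inhibition above the screen-wide average of all tested compounds plus 3 SD, cut at about 25% in these data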;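 note: 0% = enzyme with DMSO only and 100% = wells lacking PAFAH1B3 protein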
Target sequence (Q15102 whole entry, looked up): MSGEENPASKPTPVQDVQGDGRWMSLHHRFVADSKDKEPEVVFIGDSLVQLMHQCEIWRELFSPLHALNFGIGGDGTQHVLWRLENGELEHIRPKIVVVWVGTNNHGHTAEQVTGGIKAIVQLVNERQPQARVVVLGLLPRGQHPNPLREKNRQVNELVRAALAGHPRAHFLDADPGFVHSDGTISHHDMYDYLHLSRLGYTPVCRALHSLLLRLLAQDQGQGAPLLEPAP
PAFAH2 FP inh: inhibitors of human PAFAH2. recombinant PAFAH2, FP-rhodamine activity probe, fluorescence polarization. inhibition, % at 3.39 µM. 340,000 compounds, 0.99% hits;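 active = inhibition above the mean over all tested compounds plus 3 SD, cut at about 30% in these data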;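 note: inhibitors block probe labeling of enzyme so polarization drops; 0% = enzyme with DMSO and 100% = wells lacking PAFAH2 protein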
PME-1 primary: blocks human protein phosphatase methylesterase 1; recombinant PME-1, FP-Rh probe fluorescence polarization; inhibition, % at 5.9 µM; 320,000 compounds, 0.53% hits; AID 2130;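 active = inhibition above the campaign mean of all compounds plus 3 SD, cut at about 26% in these data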;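 note: competitive labeling of PME-1 active site by serine hydrolase directed probe; 0% = PME-1 with DMSO and 100% = wells lacking PME-1 enzyme; inhibitors block probe labeling so polarization falls and inhibition rises; many of its hits are not listed in these tables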
LYPLA1 inh: LYPLA1 (human) inhibition in PME1 counter-screen | recombinant LYPLA1, FP-Rh probe fluorescence polarization | inhibition, % at 5.9 µM | 320,000 compounds, 0.16% hits | AID 2174;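 active = inhibition above the mean of all tested compounds plus 3 SD, set per campaign, cut at about 14% in these data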;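 note: inhibitors block serine hydrolase probe labeling of LYPLA1 so polarization falls; 0% = enzyme with DMSO and 100% = wells lacking LYPLA1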
Target sequence (O75608 whole entry, looked up): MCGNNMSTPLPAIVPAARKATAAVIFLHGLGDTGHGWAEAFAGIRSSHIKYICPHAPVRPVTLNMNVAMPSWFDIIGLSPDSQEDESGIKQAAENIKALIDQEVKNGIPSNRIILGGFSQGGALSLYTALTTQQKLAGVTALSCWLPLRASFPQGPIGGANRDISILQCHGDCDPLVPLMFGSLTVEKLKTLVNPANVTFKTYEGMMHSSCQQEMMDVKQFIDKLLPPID
GSTO1 inh: counter-screen for RBBP9 inhibitors: inhibitors of human GSTO1; inhibition, % at 5.96 µM; AID 1974; recombinant GSTO1, activity-based probe fluorescence polarization; 300,000 compounds, 1.1% hits; P78417;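 active = inhibition above the campaign mean inhibition plus 3 SD, cut at about 35% in these data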;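 note: 0% = GSTO1-1 with DMSO and 100% = wells lacking GSTO1-1 enzyme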
Target sequence (P78417 whole entry, looked up): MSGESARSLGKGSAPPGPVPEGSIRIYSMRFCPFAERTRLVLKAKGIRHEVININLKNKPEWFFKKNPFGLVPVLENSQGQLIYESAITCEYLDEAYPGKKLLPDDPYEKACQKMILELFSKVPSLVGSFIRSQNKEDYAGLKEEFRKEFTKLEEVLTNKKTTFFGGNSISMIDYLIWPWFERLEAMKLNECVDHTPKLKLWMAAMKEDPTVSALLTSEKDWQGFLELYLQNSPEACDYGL
PAFAH1B2 inh: PAFAH1B2 (human) inhibition; P68402; 340,000 compounds, 1.2% hits; recombinant PAFAH1B2, FP-rhodamine activity probe, fluorescence polarization; AID 492953; inhibition, % at 3.39 µM;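 active = inhibition above the mean of all tested compounds plus 3 SD, cut at about 24% in these data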;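 note: 0% = enzyme with DMSO and 100% = wells lacking PAFAH1B2; many of its hits are not listed in these tables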
Target sequence (P68402 whole entry, looked up): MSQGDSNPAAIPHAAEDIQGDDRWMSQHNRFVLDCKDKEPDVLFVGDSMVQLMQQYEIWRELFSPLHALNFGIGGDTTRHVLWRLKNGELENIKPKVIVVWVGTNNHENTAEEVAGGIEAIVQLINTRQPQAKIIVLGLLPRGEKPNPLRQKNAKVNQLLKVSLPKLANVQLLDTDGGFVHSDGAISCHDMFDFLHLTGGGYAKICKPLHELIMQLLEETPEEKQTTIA
Fam108B inh: blocks mouse Fam108B hydrolase in RBBP9 counter-screen. recombinant Fam108B, FP-Rh probe fluorescence polarization. inhibition, % at 9.51 µM. AID 1947. 300,000 compounds, 0.33% hits;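 active = inhibition above the screen mean inhibition plus 3 SD, computed separately per campaign, cut at about 18% in these data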;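 note: inhibitors lower polarization as less probe binds the enzyme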
PAD4 FP inh: PAD4 (human) enzyme inhibition; Q9UM07; inhibition, % at 6.36 µM; 330,000 compounds, 0.41% hits; AID 485272; recombinant PAD4, RCA probe fluorescence polarization;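 active = percent inhibition above a cutoff equal to the mean of all tested compounds plus 3 SD, cut at about 15% in these data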;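 note: 0% = PAD4 with RCA probe and DMSO and 100% = probe without PAD4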
* hit, by the source's call; · = no result given. A portion of the library; the hit share may differ from the screen's.

SMILES	pPAFAH inh	PAFAH1B3 inh	PAFAH2 FP inh	PME-1 primary	LYPLA1 inh	GSTO1 inh	PAFAH1B2 inh	Fam108B inh	PAD4 FP inh
Cc1cc(C)nc(SCC(N)=O)n1	-3.1	2.5	3.9	-0.8	0.7	2.8	-1.2	1.0	-4.0
CCOC(=O)c1cc(S(=O)(=O)N2CC(C)CC(C)C2)cn1C (centres undefined)	3.4	4.7	5.5	1.4	-0.5	5.1	6.5	-0.3	-4.1
O=C(NC1CCCc2ccccc21)c1cc(S(=O)(=O)N2CCOCC2)ccc1F (centres undefined)	-3.6	5.5	5.3	19.5	0.3	7.6	1.1	0.4	-4.5
CCCC(=O)NCCc1ccc(F)cc1	6.1	15.9	10.7	-1.6	0.8	-0.1	9.7	4.1	0.3
CCOC(=O)CSc1nc(Cc2ccccc2)nc2ccccc12	3.0	6.4	9.5	9.0	2.0	-12.3	-1.4	-2.5	-0.8
Cc1ccc(C(=C2C3C=CC2C2C(=O)NC(=O)C32)c2ccc(C)cc2)cc1 (centres undefined)	8.5	3.1	11.6	1.3	-3.4	0.5	3.2	-6.9	-1.7
CCOc1ccccc1NC(=O)c1ccc(-n2cncn2)nc1	-1.2	0.1	-5.2	-0.3	-1.1	7.3	5.2	3.3	-1.4
C=CCNc1cc(C(F)(F)F)nc(-c2ccccn2)n1	1.1	5.7	-3.2	1.3	4.2	-4.5	5.5	2.7	0.5
CC1(C)CC2CC(C)(CN2S(=O)(=O)c2ccc(C(=O)Nc3ccc(Cl)c(S(=O)(=O)N4CCOCC4)c3)cc2)C1 (centres undefined)	-5.4	-69.4	-68.3	-17.5	-8.8	-54.0	-38.3	-38.3	1.6
COc1ccccc1CC(=O)Nc1ccc(-c2noc(COc3ccc(Br)cc3)n2)cc1	1.3	6.2	-6.0	-3.0	-4.5	-2.7	3.4	-1.0	2.2
COc1ccc(/C(O)=C2/C(=O)C(=O)N(Cc3cccnc3)C2c2ccco2)cc1OC (centres undefined)	-4.4	2.4	-5.3	0.0	-0.9	2.7	3.0	6.1	0.1
COc1cc(Br)c(Br)cc1N	-0.7	-2.4	-2.0	6.6	1.5	3.1	-4.3	-0.7	-1.7
COc1ccc(N2CCN(CCCNC(=O)C(=O)c3c[nH]c4ccccc34)CC2)cc1	-0.7	-1.6	1.6	8.0	-0.5	0.5	0.4	-0.7	-4.2
CCc1cc2c(=O)c(-n3cnc4ccccc43)coc2cc1O	0.9	4.2	-0.1	-0.7	3.3	3.3	4.0	4.0	0.5
Cc1ccc(C(=O)Nc2nc(C)c(C(=O)Nc3ccc4c(c3)CCC4)s2)cc1	-20.9	-29.8	-50.3	-32.0	-28.8	-10.1	-19.6	-29.7	-3.6
O=C1COc2ccc(C(=O)COC(=O)CNS(=O)(=O)c3cccc(F)c3)cc2N1	3.8	3.6	11.1	6.2	1.1	·	6.6	·	0.7
COc1ccc(/C=C/C(=O)OCc2nc3ccccc3c(=O)[nH]2)c(OC)c1	3.2	-6.7	17.5	-4.3	-0.9	6.2	-1.6	-6.3	1.0
Cc1cccc(Nc2ccccc2C(=O)OCC(=O)N2CCOCC2)c1C	7.9	3.7	5.8	3.0	1.4	-2.3	2.1	1.5	-3.1
N#CC1=C(N)SC(N)=C(C#N)C1c1ccc([N+](=O)[O-])cc1	11.0	0.9	1.1	-1.3	-2.0	1.0	-5.5	5.8	-5.5
COCC(C)n1c(SCC(=O)Nc2sccc2C(N)=O)nc2ccccc2c1=O (centres undefined)	0.6	2.5	9.8	-7.0	-2.3	·	-7.7	·	4.8
COC(=O)c1ccc(-n2nnnc2SCC(=O)Nc2cc(OC)ccc2OC)cc1	7.3	2.8	-1.5	5.6	-0.1	9.4	1.1	1.5	-4.0
CN(CC(=O)NC1CCCC1)S(=O)(=O)c1cnc[nH]1	5.8	0.1	-4.4	1.9	-2.0	4.5	10.3	3.3	2.2
CCCc1ncc(CN2CCC(C(=O)Nc3cccc(-c4cscn4)c3)CC2)cn1	2.6	-4.8	1.3	2.8	-1.4	-7.1	-6.3	-0.9	-1.8
O=C(COc1ccc(Br)cc1)NC1CC1	4.4	11.2	-2.1	-1.9	3.4	0.3	0.4	-0.6	5.3
CCN(CC)C(=O)CSc1nc(O)c(Cc2ccc(OC)cc2)c(=O)[nH]1	-2.4	-4.5	4.2	3.9	0.2	20.2	1.1	0.6	-0.8

An excerpt from above with just PAD4 FP inh:
mol | PAD4 FP inh
COCC(C)n1c(SCC(=O)Nc2sccc2C(N)=O)nc2ccccc2c1=O (centres undefined) | 4.8
COC(=O)c1ccc(-n2nnnc2SCC(=O)Nc2cc(OC)ccc2OC)cc1 | -4.0

New compounds follow.
SMILES	pPAFAH inh	PAFAH1B3 inh	PAFAH2 FP inh	PME-1 primary	LYPLA1 inh	GSTO1 inh	PAFAH1B2 inh	Fam108B inh	PAD4 FP inh
c1ccc(OCc2nnc3n2N=C(c2ccccc2)CS3)cc1	5.5	-1.8	-1.9	3.6	-0.9	4.0	-1.6	-1.3	1.5
O=C(COc1ccc2ccc(=O)oc2c1)Nc1cc([N+](=O)[O-])ccc1F	-0.5	2.3	1.3	7.7	0.3	5.5	3.0	2.3	6.3
CCOc1ccccc1NC(=O)CN(Cc1ccccc1)S(C)(=O)=O	9.1	1.1	3.1	4.3	3.4	-0.9	0.2	1.9	-3.3
CCC(=O)Nc1c2c(nn1-c1ccc(C)cc1C)CSC2	2.8	6.9	-2.6	-1.8	0.4	-2.0	0.6	-5.8	-4.0
COc1ccc(S(=O)(=O)N2CCCC2)cc1Br	3.6	10.2	-2.6	1.8	3.4	1.2	3.7	-0.1	2.5
COC(=O)c1sc(NC(=S)NC(=O)c2ccccc2F)nc1C	5.8	1.1	-1.4	-0.4	6.9	-13.5	4.2	-0.4	4.8
COC(=O)c1ccc(COc2ccccc2/C=C(\C#N)C(=O)NC(C)C)cc1	-0.9	10.1	-2.0	-7.0	-1.5	3.4	1.6	-2.9	2.7
Cn1nc(C(=O)Nc2nc3ccc(S(C)(=O)=O)cc3s2)ccc1=O	3.6	11.3	2.8	3.1	0.3	9.3	4.0	2.6	-3.9
CC(CC(=O)Nc1nnc(CC(C)(C)C)s1)c1ccccc1 (centres undefined)	2.1	5.5	-1.6	-11.2	-2.1	6.2	10.8	-1.0	1.5
Cc1noc(C)c1C(=O)Nc1ccccc1N1CCCC1	-2.9	1.5	0.9	1.5	-3.2	·	3.2	·	-1.1
COc1cccc(CC(=O)Nc2ccc(S(=O)(=O)Nc3nc(C)cc(C)n3)cc2)c1	1.5	10.3	1.7	-5.4	1.8	0.9	1.8	0.2	-1.0
O=C(CCS(=O)(=O)c1ccc(Br)s1)NCc1ccc2c(c1)OCO2	-4.4	5.0	-1.6	-6.0	-0.5	-8.3	5.4	-2.1	-6.6
COc1ccc(C2/C(=C(/O)c3ccc(S(=O)(=O)N4CCOCC4)cc3)C(=O)C(=O)N2CCN2CCOCC2)cc1 (centres undefined)	0.1	-3.6	0.4	-4.7	-1.8	-2.6	5.6	-0.8	-2.9
O=C(NCC1CCC(C(=O)O)CC1)c1cccnc1 (centres undefined)	-1.2	6.3	5.8	3.2	-0.8	-4.5	4.8	2.8	1.1
Cc1ccc(NC(=O)C2CCCN(c3ncccn3)C2)c(C)c1 (centres undefined)	1.8	7.7	-1.1	2.9	-1.8	3.6	4.7	0.7	-9.5
COc1ccccc1-c1nnc(-c2ccc(C)cc2)o1	2.6	-4.6	8.4	-1.3	-0.3	1.1	-1.3	-2.1	-2.4
CCN(CC)CCNC(=O)c1ccc(NC(=O)c2cccc(-n3cnnn3)c2)cc1	-0.8	1.6	-6.9	-2.5	-4.2	-0.5	-0.8	1.2	1.1
CCOC(=O)c1cccc(NC(=O)N[C@@H](C)C(=O)OC)c1	2.6	7.8	5.7	5.2	1.1	8.1	-1.9	5.2	2.6
O=C(O)CCc1ccccc1OC(=O)c1ccccc1	3.8	4.2	12.3	6.0	-0.6	4.6	3.9	0.5	2.5
Brc1ccc(C2=NC(Cc3ccccc3)CO2)cc1 (centres undefined)	0.3	5.0	-1.3	-12.7	-6.7	-3.4	-0.2	-4.1	5.5
C[C@@H](C(=O)OCC(=O)NCCc1ccc(S(N)(=O)=O)cc1)N1C(=O)C2CCCCC2C1=O (some centres undefined)	-1.0	13.1	-4.7	2.6	1.9	-1.9	7.8	3.5	-2.7
CCOC(=O)C1CCN(C(c2ccc(OC)c(OC)c2)c2sc3nc(C)nn3c2O)CC1 (centres undefined)	4.4	1.7	-4.5	-4.6	-0.7	0.0	7.9	-5.1	-1.9
Cc1ccccc1CN1CCN(C(=O)CC(C)C)CC1	1.9	13.1	-2.8	2.6	2.4	0.5	-0.7	-5.7	-2.0
CCOC(CNC(=O)CN1C(=O)COc2ccc(S(=O)(=O)N3CCOCC3)cc21)OCC	2.7	7.7	-4.5	-5.5	-1.7	0.9	-4.0	-0.9	-2.6
CCOC(=O)c1ccc(N(CC(=O)NCC2CCCO2)C(=O)CCC(=O)Nc2cc(C)on2)cc1 (centres undefined)	5.6	2.2	8.7	3.3	-2.0	-2.2	0.4	-4.2	0.1
The results go on:
SMILES	pPAFAH inh	PAFAH1B3 inh	PAFAH2 FP inh	PME-1 primary	LYPLA1 inh	GSTO1 inh	PAFAH1B2 inh	Fam108B inh	PAD4 FP inh
O=C(c1ccc2nccnc2c1)N1CCN(c2ccccc2)CC1	5.2	5.1	3.9	2.5	2.5	1.7	-1.4	3.9	-5.2
Cc1nn(C(C)C(=O)N2CCOCC2)c(C)c1[N+](=O)[O-] (centres undefined)	6.5	0.6	5.9	5.8	0.6	5.1	-0.8	2.7	-5.8
COC(=O)c1ccc(C2c3c(oc4ccc(F)cc4c3=O)C(=O)N2CCO)cc1 (centres undefined)	-4.1	-2.6	3.8	-5.1	1.2	0.8	6.4	10.2	3.8
Cc1[nH]c2ccccc2c1CCN(Cc1cccnc1)C(=S)NC(C)(C)C	3.9	10.2	-4.4	-1.2	2.0	7.1	2.8	3.8	-0.7
COC(=O)c1nc(NNC(=O)c2ccccc2)sc1-c1ccccc1	7.1	8.5	3.3	0.1	3.0	-2.4	0.8	-4.6	-0.9
O=C(NCCNc1ccc2ccccc2c1)c1cccn2c(=O)c3sccc3nc12	6.0	·	·	7.0	0.1	9.4	·	3.3	-6.3
Cc1cc(C(=O)NCc2cccs2)c(C)o1	4.3	7.6	-7.3	1.5	1.0	-5.9	-0.7	0.6	-3.9
OC(CN1CCN(Cc2ccccc2)CC1)c1ccc(F)cc1 (centres undefined)	4.5	-0.4	6.9	4.8	2.8	-1.1	2.0	-2.5	-3.6
COc1ccc(-c2nnn(CC(=O)N(CC(=O)NC3CCCC3)c3ccccc3F)n2)cc1OC	1.2	6.0	0.4	3.5	0.6	2.8	2.5	0.8	2.2
COc1ccc(CNC(=O)C[C@H]2C[C@H](C(=O)N3CCOCC3)[C@@]3(CCC4CCCC4)c4[nH]c5cc(CCC(=O)N(C)C)ccc5c4CCN3C2=O)cc1OC	21.3	9.3	-0.3	·	·	·	1.1	·	-0.1
COc1ccc(CCNC/C=C/c2ccccc2)cc1	1.2	11.2	12.4	-4.5	1.5	8.0	5.9	6.4	-3.3
Cc1cc(/C=N/NC(=O)c2ccc(O)cc2)c(C)n1C1CC1	3.8	5.3	6.6	-7.0	-4.2	1.3	4.3	-1.0	-1.9
